# JMJD2A Tudor: qHTS Assay for Inhibitors of JMJD2A-Tudor Domain. AlphaScreen JMJD2A-Tudor / H3K4me3 peptide binding. Potency, µM (highest dose often 114 µM), for the others: at the top dose activity change, negative = inhibition, most hits filed as inhibitors. hit rate 4.4% among 390,000; further: on the % scale 0 is the no-effect control and ±100 the full control effect; nearly all actives have a fitted effect of over 50% in size
# POLI inh: qHTS for Inhibitors of Polymerase Iota. Pol iota fluorescent replication assay, 10 min. Potency, µM (highest dose often 115 µM), for inactives: at the highest dose activity, negative = inhibition, hits mostly inhibitors. hit rate 1% among 390,000
#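 Fluorescent replication assay read twice, at 0 min and 10 min after adding 50 nM (final) substrate. Enzyme (10 nM) and compounds were first incubated 15 min at room temperature; enzyme-free buffer wells were negative controls.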
# APE1 inh: qHTS Assay for Inhibitors of the Human Apurinic/apyrimidinic Endonuclease 1 (APE1); recombinant APE1, TAMRA/BHQ-2 abasic DNA cleavage fluorescence; hit rate 0.35% among 350,000; AID 2517, 2012; Potency, µM (highest dose often 65.8 µM), for the others: top-dose activity change, negative = inhibition, usual class: inhibitors; DNA repair nuclease/redox regulator APEX1 (Homo sapiens), P27695;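 further: plate controls were vehicle for no effect and reference inhibitor for full effect; nearly all actives have a fitted effect of over 55% in size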
# Target sequence (P27695 whole entry, looked up): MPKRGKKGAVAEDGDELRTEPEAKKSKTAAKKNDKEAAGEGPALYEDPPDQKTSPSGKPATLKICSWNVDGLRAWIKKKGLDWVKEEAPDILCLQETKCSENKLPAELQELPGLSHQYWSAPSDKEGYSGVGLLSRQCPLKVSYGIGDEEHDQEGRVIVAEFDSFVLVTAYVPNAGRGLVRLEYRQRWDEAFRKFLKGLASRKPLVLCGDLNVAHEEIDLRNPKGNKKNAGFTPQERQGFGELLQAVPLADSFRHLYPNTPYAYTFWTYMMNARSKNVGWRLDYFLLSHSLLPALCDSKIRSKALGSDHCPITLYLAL
#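 Quantitative HTS: incision of a TAMRA/BHQ-2 double-stranded substrate bearing a tetrahydrofuran abasic site by 0.75 nM APE1 raises fluorescence. Substrate 50 nM final, added after 15 min compound preincubation at room temperature; progress as third-minus-first kinetic read difference.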
# Pol eta inh: qHTS for Inhibitors of Polymerase Eta; DNA polymerase eta (Homo sapiens), Q9Y253; recombinant Pol eta, fluorescent DNA replication assay; Potency, µM (doses to about 114 µM), without a hit: at the highest dose activity change, negative = inhibition, hits mostly inhibitors; hit rate 1.2% among 390,000; AID 588591, 2011; further: on the % scale 0 is the no-effect control and ±100 the full control effect
#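 Pol eta at 10 nM preincubated with compounds 15 min at room temperature; reaction started with fluorescent substrate (50 nM final) and read kinetically at 0 and 10 min.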
# Pol beta inh: qHTS Assay for Inhibitors of DNA Polymerase Beta; hit rate 1.3% among 340,000; Pol beta primer extension/strand displacement, fluorescence kinetic; P06746; Potency, µM (titrated, usually from 114 µM), inactives show at the top dose activity change, negative = inhibition, hits mostly inhibitors; further: on the % scale 0 is the no-effect control and ±100 the full control effect
#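 Curves were derived by four-parameter Hill fits of normalized qHTS data. The kinetic fluorescent primer-extension read was taken at 0 and 10 min after 50 nM substrate, following a 15 min room-temperature preincubation of 10 nM enzyme with compounds.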
# POLK inh: qHTS for Inhibitors of Polymerase Kappa; AID 588579, 2011; DNA polymerase kappa (Homo sapiens), Q9UBT6; hit rate 0.53% among 400,000; purified Pol kappa, fluorescent DNA synthesis assay, 10 min; Potency, µM (doses to about 107 µM), inactives show at the top dose activity, negative = inhibition, actives largely listed as inhibitors; further: on the % scale 0 is the no-effect control and ±100 the full control effect
#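 Fluorescent qHTS in 1536-well format: enzyme (10 nM) and compound sat 15 min at room temperature before 50 nM substrate (final) was added. Signal taken at 0 and 10 min; no-enzyme buffer wells were negative controls.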
# G9a block: qHTS Assay for Inhibitors of Histone Lysine Methyltransferase G9a; Potency, µM (top dose mostly 102 µM), for the others: at the top dose activity, negative = inhibition, usual class: inhibitors; Histone-lysine N-methyltransferase EHMT2 (Homo sapiens), Q96KQ7; G9a H3K9 monomethylation, AlphaScreen, 2 h; hit rate 8.8% among 350,000; further: on the % scale 0 is the no-effect control and ±100 the full control effect; nearly all actives have a fitted effect of over 75% in size
# Target sequence (Q96KQ7 913-1193 limits assumed): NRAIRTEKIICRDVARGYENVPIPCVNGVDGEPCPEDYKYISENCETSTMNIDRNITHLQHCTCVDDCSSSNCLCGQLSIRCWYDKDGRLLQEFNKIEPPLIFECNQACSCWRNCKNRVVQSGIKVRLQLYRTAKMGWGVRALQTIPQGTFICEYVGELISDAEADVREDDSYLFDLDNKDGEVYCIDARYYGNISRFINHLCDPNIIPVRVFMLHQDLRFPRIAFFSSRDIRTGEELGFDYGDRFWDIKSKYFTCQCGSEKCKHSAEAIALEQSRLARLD
#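 Compounds were preincubated with 20 nM G9a for 15 min, after which biotinylated H3K9 peptide (500 nM) and SAM (20 uM) started a 2 h room-temperature reaction. Monomethylated product was quantified by antibody-based AlphaScreen chemiluminescence.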
# BAZ2B block: qHTS Assay for Inhibitors of BAZ2B; Bromodomain adjacent to zinc finger domain protein 2B (Homo sapiens), Q9UIF8; AlphaScreen BAZ2B-H3K14Ac peptide displacement; Potency, µM (top dose mostly 114 µM), for the others: top-dose activity change, negative = inhibition, actives largely listed as inhibitors; hit rate 4.4% among 360,000; AID 504333, 2011; further: on the % scale 0 is the no-effect control and ±100 the full control effect; nearly all actives have a fitted effect of over 60% in size
#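 Complex of BAZ2B and biotin-H3K14Ac (50 nM apiece) forms over 30 min at RT, then faces library compounds up to 110 uM for another 30 min; AlphaScreen beads added, 20 min dark incubation, luminescence read.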
# BLM helicase inh: qHTS Assay for Inhibitors of Bloom's syndrome helicase (BLM); RecQ-like DNA helicase BLM (Homo sapiens), P54132; recombinant BLM DNA unwinding, fluorescence dequenching; Potency, µM (highest dose often 56.1 µM), for the others: at the top dose activity change, negative = inhibition, actives largely listed as inhibitors; hit rate 0.2% among 350,000; AID 2528, 2010;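 further: plate controls were vehicle for no effect and no enzyme for full effect; nearly all actives have a fitted effect of over 35% in size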
# Starred values were filed as active, the others as inactive; ? = inconclusive; . = not tested or not shown; & = joins results of further samples; [ ] = another dose, or the depositor's remark. The call rests on the fitted dose curve; in most records, active means well fitted curve in the direction sought with a large enough effect; inconclusive means small, poorly fitted or top-dose-only effect, or another doubt; inactive means no such curve, though single readings can be large; an effect the other way counts as inactive or inconclusive. Potency means the concentration at half of the fitted maximal effect. The list is partial (hit frequency here may not be typical).
# Below each compound – JMJD2A Tudor, POLI inh, APE1 inh, Pol eta inh, Pol beta inh, POLK inh, G9a block, BAZ2B block, BLM helicase inh
O=C(c1ccc(S(=O)(=O)N2CCOCC2)cc1)N1CCCc2ccccc21
    2%, 5%, 2%, 9%, 5%, -11%, 2%, 3%, 1%
Cc1ccc(-c2nnc(Nc3ccc(C(=O)N(C)C)cc3)c3ccccc23)cc1S(=O)(=O)N(C)C
    -21%, 24%, ., -6%, 1%, 6%, 1%[59 µM], 0%, 0%
Cc1ccc(Cl)cc1NC(=O)C1CC1c1ccccc1 (configuration not stated)
    -10%, 3%, 7%, -13%, -1%, -14%, ., -3%, -7%
CCC(C)c1ccccc1N1CC(C(=O)N2CCN(c3ccccc3)CC2)CC1=O (configuration not stated)
    -14%, 15%, ., -10%, ., -10%, ., ., .
O=[N+]([O-])c1ccc(OCCCn2cncn2)cc1
    -1%, 151%[activator], 21%, 12%, 30%, 7%, 13%, -1%, 0%
CSCC[C@H](NC(=O)C1=NN(c2c(F)c(F)cc(F)c2F)C(=O)CC1)c1nc2ccccc2[nH]1
    -13%[11.4 µM], -1%, -5%, 33%[activator], ?, -9%, -5%[12.7 µM], -3%, -4%
CCN(C(=O)COC(=O)C1CCN(S(=O)(=O)c2ccc3c(c2)OCCO3)CC1)C1CCS(=O)(=O)C1 (configuration not stated)
    -10%, 19%, 4%, -1%, ., -17%, -46%, -6%, .
Cc1nn(C)cc1/C=N\NC(=O)c1ccc(Cn2cc(Cl)cn2)cc1
    1%, 94%[activator], -1%, -5%, 2%, -8%, 20%, -4%, 1%
COc1ccccc1NCC(=O)NC(=O)NC1CCCCC1
    -26%, -9%, -7%, -11%, ., -9%, ., ., .
Cc1ccc([N+](=O)[O-])c(C)[n+]1C
    14µM*, 15%, -5%, -4%, 8%, -21%, 3.5µM*, ?, -8%
N#Cc1ccsc1NC(=O)c1ccc(Cl)c([N+](=O)[O-])c1
    -6%, 5%, -1%, -5%, -1%, -5%, ., -29%, -7%
CCCc1cc(=O)n2[nH]c(SCc3ccc(Cl)cc3)nc2n1
    -12%, 28%, -6%, 0%, 2%, 12%, 0%, 2%, -4%
Nc1ccc(Sc2nc3ccccc3[nH]2)cc1
    -19%, 15%, 0%, -9%, -7%, -7%, -39%, -2%, -1%
Nc1c(Cl)cc(-c2csc(N3CCCC3c3nc4cc(Cl)c(N5CCCCC5)cc4n3CCOCCO)n2)cc1Cl (configuration not stated)
    -28%, 25%, ., -20%, ., 0%, ., ., .
Cc1ccc(-c2nc(CS(=O)(=O)CC(=O)NC3CCCCC3C)c(C)o2)cc1 (configuration not stated)
    -15%, 30%, -4%, -18%, -1%, -1%, -4%, -3%, -10%
O=C(NC1CCCc2c1cnn2-c1ccc(F)cc1F)c1ccccc1N1CCOCC1 (configuration not stated)
    -2%, 11%, 2%, -1%, 27%, -12%, ., -5%, -16%
N#Cc1ccccc1OCC(=O)NCC(c1cccs1)N1CCOCC1 (configuration not stated)
    -7%, 15%, 23%, -2%, 21%, -1%, 62%[activator], 1%, 0%
CCOC(=O)c1ccc(NC(=O)CCc2c(C)n(CC)c3cc(-c4ccccc4OC)nn3c2=O)cc1
    8%, 27%, ., -19%, 30%, -2%, -10%[59 µM], -16%, -1%
Cc1nnc(SCCC(=O)Nc2ccccc2Cl)o1
    -1%, 15%, 6%, -9%, -14%, -6%, 8%, 7%, -1%
CC1=C(C(=O)Nc2cccc(C(=O)NC(C)C)c2)SCCO1
    -8%, 27%, -8%, -18%, 19%, -10%, -2%, 5%, -3%
O=C1OCCN1C(=O)[C@H]1[C@H](c2ccc([N+](=O)[O-])cc2)C(c2ccc(F)cc2)=NN1c1ccc(Br)cc1
    ?, -2%, -14%, -9%, ., ?, ?, ., -7%
CCOc1ccc(N2CC(C(=O)NCc3ccccc3)CC2=O)cc1 (configuration not stated)
    -9%, 66%[activator], 0%, -6%, ?, -10%, 8%, 0%, -10%
COc1ccc(C(=O)NC(=S)Nc2ccccc2N2CCOCC2)cc1[N+](=O)[O-]
    ?, -1%, -2%, -23%, -10%, 0%, ?, ?, -6%
Cc1c(CC(=O)NCCc2ccccc2F)c(=O)oc2c(C)c3occ(C(C)(C)C)c3cc12
    -8%, -4%, ., -9%, 21%, 8%, 5%[59 µM], -2%, 4%
N#Cc1ccc(COC(=O)c2ccc(N3CCCC3)c([N+](=O)[O-])c2)cc1
    ?, 54%[activator], -15%, 0%, -26%, -15%, ?, ?, -4%
O=C(O)C1CCCNC1 (configuration not stated)
    -17%, -9%, 2%&-3%&2%, 3%, 0%, 4%[60.1 µM], -3%[59 µM], 2%, -1%&-2%
O=C(O)c1ccccc1NC(=S)NC(NC(=O)c1ccccc1[N+](=O)[O-])C(Cl)(Cl)Cl (configuration not stated)
    -34%, 16%, -1%, 4%, 17%, -12%, 13µM*, -2%, 2%
CCOC(=O)N1CCC(N(CCOC)C(=S)Nc2cccc(SC)c2)CC1
    -23%, 46%[activator], 13%, -16%, 26%, 5%, 28%[59 µM], ?, -3%
CCN1CCN(C(=O)CSc2cc(=O)n(CC)c3ccccc23)CC1
    -9%, 20%, 3%, -9%, 6%, 5%, -10%[12.7 µM], 5%, 3%
CC(=O)OCCCCON1C(=O)c2ccccc2C1=O
    5%, -5%, -4%, -9%, 10%, -2%, -39%, -6%, 0%

# Compounds from the list above that have two or more sulfur atoms:
# Below each compound – JMJD2A Tudor, POLI inh, APE1 inh, Pol eta inh, Pol beta inh, POLK inh, G9a block, BAZ2B block, BLM helicase inh
CCN(C(=O)COC(=O)C1CCN(S(=O)(=O)c2ccc3c(c2)OCCO3)CC1)C1CCS(=O)(=O)C1 (configuration not stated)
    -10%, 19%, 4%, -1%, ., -17%, -46%, -6%, .
CCOC(=O)N1CCC(N(CCOC)C(=S)Nc2cccc(SC)c2)CC1
    -23%, 46%[activator], 13%, -16%, 26%, 5%, 28%[59 µM], ?, -3%

# The listing picks up, starting two compounds before the break.
# Below each compound – JMJD2A Tudor, POLI inh, APE1 inh, Pol eta inh, Pol beta inh, POLK inh, G9a block, BAZ2B block, BLM helicase inh
CCN1CCN(C(=O)CSc2cc(=O)n(CC)c3ccccc23)CC1
    -9%, 20%, 3%, -9%, 6%, 5%, -10%[12.7 µM], 5%, 3%
CC(=O)OCCCCON1C(=O)c2ccccc2C1=O
    5%, -5%, -4%, -9%, 10%, -2%, -39%, -6%, 0%
CNC(=O)/C(C#N)=C/c1c(N2CCN(c3cccc(Cl)c3)CC2)nc2c(C)cccn2c1=O
    ?, 97%[activator], 6%, 3%, -2%, -15%, 19%[2.33 µM], -20%, -3%
COc1ccc(NS(=O)(=O)c2cccc(C(=O)NCC(c3ccccc3)N(C)C)c2)cc1 (configuration not stated)
    -32%, 33%[activator], 9%, 3%, ., -8%, 8%[0.501 µM], -3%, .
C=CCn1c(=O)c(C(=O)NCCN(CC)CC)c(O)c2ccccc21
    -21%, -6%, -1%, -14%, -1%, 0%, -28%[12.7 µM], ?, 8%
Fc1ccccc1NC(=S)N/N=C/c1ccccc1Br
    -22%, 11%, -1%, -18%, -1%, -8%, 108%[activator][12.7 µM], 3%, -1%
O=C(NC(=S)NC1CCS(=O)(=O)C1)c1cccc([N+](=O)[O-])c1 (configuration not stated)
    1%, -8%, -10%, -11%, 32%, 16%, ., -6%, -8%
CN(CC(=O)NCC1CCCCC1)S(=O)(=O)c1ccc(Cl)cc1
    -6%, 15%, -7%, -26%, 25%, 5%, -1%, -15%, -3%
CCN(CC)S(=O)(=O)c1ccc(C(=O)Nc2cc3oc4ccccc4c3cc2OC)cc1
    1%, 5%, 4%, -17%, 13%, -18%, 30%[59 µM], 9%, -1%
COCC1CCCN(C(=O)c2ccc3oc(C(C)C)nc3c2)C1 (configuration not stated)
    11%, 10%, 36%, -9%, 39%, 8%, 21%, -13%, -7%
O=C(O)CCCN1C(=O)/C(=C\c2ccc(-c3nc4ccccc4s3)o2)SC1=S
    -32%[11.4 µM], ?, ?, 16µM*, 16µM*, ?, ., 7.9µM*, -6%
COc1ccc(C(=O)Nc2nc3c(s2)CCCC3)cc1Cl
    -10%, 13%, ., -5%, 0%, -4%, ?, -14%, -4%
Cc1nc(-c2cccc(S(=O)(=O)N3CCC(C(=O)NCc4ccccc4Cl)CC3)c2)no1
    -24%, -14%, ., -7%, 2%, -7%[60.1 µM], 4%[59 µM], -10%, 0%
Cc1ccc(C)c(N2N=C(C(=O)N(CC(C)C)c3c(N)n(Cc4ccccc4)c(=O)[nH]c3=O)CCC2=O)c1
    -17%, ?, -4%, -22%, ?, -20%, ., -16%, -7%
CN(C)c1ccnc(Oc2ccc(F)cc2)c1C#N
    -3%, 23%, 0%, -11%, 22%, -2%, 34%, 0%, 0%
C/C(CC(=O)Nc1ccccc1C)=N\NC(=O)Cc1csc(N)n1
    -9%, 13%, -1%, -6%, 5%, -18%, 14%[59 µM], -4%, -3%

# Record cards (already shown):
# `C=CCn1c(=O)c(C(=O)NCCN(CC)CC)c(O)c2ccccc21` in the list: JMJD2A Tudor: -21%; POLI inh: -6%; APE1 inh: -1%; Pol eta inh: -14%; Pol beta inh: -1%; POLK inh: 0%; G9a block: -28%[12.7 µM]; BAZ2B block: ?; BLM helicase inh: 8%
# `Cc1nc(-c2cccc(S(=O)(=O)N3CCC(C(=O)NCc4ccccc4Cl)CC3)c2)no1` in the list: JMJD2A Tudor: -24%; POLI inh: -14%; APE1 inh: .; Pol eta inh: -7%; Pol beta inh: 2%; POLK inh: -7%[60.1 µM]; G9a block: 4%[59 µM]; BAZ2B block: -10%; BLM helicase inh: 0%
